EZH2 inh = blocks human EZH2/PRC2 H3K27 methylation. Q15910. DELFIA TRF, 1 h. inhibition, % at 12.5 µM. 57,000 compounds, 0.35% hits. AID 651548;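 active = mean inhibition of replicates at least 50% and every single replicate also reaching 50%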;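 note: dimethyl H3K27 on biotinylated H3 21-44 peptide detected by antibody; plate controls were median neutral control wells for no effect and median positive control wells for full effect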
Target sequence (Q15910 whole entry, looked up): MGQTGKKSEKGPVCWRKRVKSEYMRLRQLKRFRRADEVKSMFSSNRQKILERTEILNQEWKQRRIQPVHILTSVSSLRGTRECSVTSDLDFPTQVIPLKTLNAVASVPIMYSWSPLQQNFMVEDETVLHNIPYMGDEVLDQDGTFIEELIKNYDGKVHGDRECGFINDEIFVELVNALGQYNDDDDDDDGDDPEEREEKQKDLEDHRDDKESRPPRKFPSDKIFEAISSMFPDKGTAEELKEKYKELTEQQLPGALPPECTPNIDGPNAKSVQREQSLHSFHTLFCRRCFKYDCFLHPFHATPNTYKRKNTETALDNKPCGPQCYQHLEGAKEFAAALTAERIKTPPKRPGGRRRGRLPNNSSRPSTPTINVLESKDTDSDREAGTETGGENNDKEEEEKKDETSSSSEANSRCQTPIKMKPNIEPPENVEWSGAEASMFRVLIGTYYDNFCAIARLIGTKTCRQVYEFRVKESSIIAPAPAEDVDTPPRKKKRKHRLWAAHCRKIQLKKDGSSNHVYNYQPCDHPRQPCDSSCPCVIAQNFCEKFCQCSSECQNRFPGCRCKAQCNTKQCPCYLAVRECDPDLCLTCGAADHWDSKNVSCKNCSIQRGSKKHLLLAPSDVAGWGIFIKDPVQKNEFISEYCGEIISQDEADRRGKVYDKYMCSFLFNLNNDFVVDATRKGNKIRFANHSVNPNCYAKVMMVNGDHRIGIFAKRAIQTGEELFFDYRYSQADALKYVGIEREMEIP
IDH1 R132H inh = inhibitors of human IDH1 R132H; O75874; IDH1 R132H reductase, diaphorase/resazurin fluorescence, 60 min; inhibition, % at 10 µM; 70,000 compounds, 0.18% hits; in the data active = inhibition above about 34%;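 note: 0% = DMSO and 100% = no enzyme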
* = called active by the depositor; nt = not tested or not shown. Some of the compounds tested; the hit share may differ from the screen's.

SMILES	EZH2 inh	IDH1 R132H inh
Cc1noc(C)c1NC(=O)Nc1ccc2c(c1)C(=O)N([C@@H](C)CO)C[C@@H](C)[C@@H](CN(C)Cc1ccccc1)OCCCC[C@@H](C)O2	nt	2.6
Cc1nc(CSc2ncnc3sc(C)c(C)c23)cs1	3	0.2
Cc1cc(C)c(Cn2c(CCCO)nc3ccccc32)c(C)c1	13	0.1
CC(C)CC#Cc1cnc2c(c1)C(=O)N([C@H](C)CO)C[C@H](C)[C@@H](CN(C)Cc1cccc(F)c1)O2	nt	-0.5
COc1ccc(Cl)cc1Nc1nc(N)nc(-c2oc3ccccc3c2C)n1	-9	-0.2
CC(C)NC(=O)N(C)C[C@H]1Oc2cc(C3=CCCCC3)ccc2S(=O)(=O)N([C@@H](C)CO)C[C@@H]1C	-4	nt
C[C@@H]1CN([C@@H](C)CO)C(=O)Cc2cc(NC(=O)Nc3ccc4c(c3)OCO4)ccc2O[C@@H]1CN(C)CC1CC1	-11	1.7
O=C1C(=O)N(CCn2c3ccccc3c3nc4ccccc4nc32)c2ccccc21	6	5.2
CC(C)NC(=O)Nc1ccc2c(c1)C(=O)N([C@@H](C)CO)C[C@@H](C)[C@@H](CN(C)C(=O)Nc1ccccc1)O2	10	nt
COCC(=O)Nc1ccc2c(c1)[C@@H]1C[C@@H](CC(=O)NCc3ccccc3F)O[C@@H](CO)[C@@H]1O2	4	-2.9
C[C@H](CO)N1C[C@H](C)[C@@H](CN(C)C(=O)Nc2cccc3ccccc23)Oc2ccc(NC(=O)CCN3CCOCC3)cc2C1=O	3	-2.2
C[C@@H]1CN([C@@H](C)CO)C(=O)Cc2cc(NC(=O)Cc3cn(C)c4ccccc34)ccc2O[C@@H]1CN(C)C(=O)Nc1ccc2c(c1)OCO2	nt	-18
C[C@@H]1CN([C@@H](C)CO)C(=O)c2cc(C#CCN(C)C)cnc2O[C@H]1CN(C)Cc1ccccc1F	nt	-2.6
C[C@@H]1CN([C@@H](C)CO)C(=O)c2cc(NC(=O)NC3CCCCC3)ccc2O[C@@H](C)CCCCO[C@@H]1CN(C)S(=O)(=O)c1ccc(Cl)cc1	nt	-0.5
C[C@@H]1CN([C@@H](C)CO)C(=O)c2cc(NC(=O)CCCCCC(=O)Nc3ccccc3N)ccc2O[C@H]1CN(C)S(=O)(=O)c1ccc(Cl)cc1	-8	-0.1
C[C@H](O)C#Cc1cnc2c(c1)C(=O)N([C@@H](C)CO)C[C@@H](C)[C@@H](CN(C)C(=O)c1ccc(F)cc1)O2	5	0.2
Cc1noc(C)c1NC(=O)N(C)C[C@H]1Oc2c(NS(C)(=O)=O)cccc2C(=O)N([C@H](C)CO)C[C@@H]1C	nt	1.6
CCCNC(=O)N(C)C[C@H]1Oc2ncc(-c3cccc(C#N)c3)cc2C(=O)N([C@@H](C)CO)C[C@@H]1C	9	-2.2
CNC[C@@H]1Oc2ncc(C3=CCCCC3)cc2C(=O)N([C@@H](C)CO)C[C@@H]1C	1	1.7
O=C(O)c1cccc(NCc2cccnc2)c1	3	-0.2
CC(=O)N(C)C[C@H]1Oc2ncc(C#C[C@H](C)O)cc2C(=O)N([C@@H](C)CO)C[C@H]1C	-12	nt
C[C@@H](NC(=O)C[C@H]1C[C@H]2c3cc(NC(=O)c4ccc5c(c4)OCO5)ccc3O[C@H]2[C@@H](CO)O1)c1ccccc1	1	-0.4
O=C(C[C@H]1C[C@H]2c3cc(NS(=O)(=O)c4ccc(F)cc4)ccc3O[C@H]2[C@H](CO)O1)NC1CCCCC1	1	-0.1
C[C@H](CO)N1C[C@H](C)[C@@H](CN(C)Cc2ccncc2)Oc2cc(-c3cccnc3)ccc2S1(=O)=O	nt	1.8
C[C@H](CO)N1C[C@H](C)[C@@H](CN(C)C(=O)Nc2ccc3c(c2)OCO3)OCc2ccccc2-c2c(n(C)c3ccccc23)C1=O	2	nt
CCCNC(=O)C[C@H]1C[C@H]2c3cc(NS(=O)(=O)c4ccccc4)ccc3O[C@H]2[C@@H](CO)O1	-10	-7.1
C/C=C/c1ccc2c(c1)O[C@H](CN(C)C(=O)Cc1ccncc1)[C@@H](C)CN([C@H](C)CO)S2(=O)=O	nt	0.9
CCOc1ccc(Cl)cc1CNCc1ccccn1	-19	0.3
CO[C@H]1CN(C)C(=O)c2cc(NC(=O)c3ccccc3)ccc2OC[C@@H](C)N(C(=O)CN(C)C)C[C@@H]1C	10	0.2
COc1ccc(NC(=O)Nc2ccc3c(c2)CC(=O)N([C@@H](C)CO)C[C@@H](C)[C@@H](CN(C)CC2CCCCC2)O3)cc1	-9	-0.7

One compound at a time, from the list above:
O=C(C[C@H]1C[C@H]2c3cc(NS(=O)(=O)c4ccc(F)cc4)ccc3O[C@H]2[C@H](CO)O1)NC1CCCCC1 is entered as EZH2 inh = 1; IDH1 R132H inh = -0.1
CNC[C@@H]1Oc2ncc(C3=CCCCC3)cc2C(=O)N([C@@H](C)CO)C[C@@H]1C is entered as EZH2 inh = 1; IDH1 R132H inh = 1.7

(next part)
SMILES	EZH2 inh	IDH1 R132H inh
O=C(C[C@@H]1C=C[C@@H](NC(=O)c2ccc3c(c2)OCO3)[C@@H](CO)O1)NCc1ccc(F)cc1	2	0.0
Cc1ccc(S(=O)(=O)Nc2ccc3c(c2)C(=O)N([C@@H](C)CO)C[C@@H](C)[C@@H](CN(C)C(=O)Nc2ccc(C(F)(F)F)cc2)OCCCC[C@@H](C)O3)cc1	nt	1.9
CN(C)C(=O)C[C@@H]1C=C[C@H](NS(=O)(=O)c2ccccc2)[C@@H](CO)O1	9	-0.1
C[C@H](NC(=O)C[C@@H]1C=C[C@@H](NS(=O)(=O)c2cccc(F)c2)[C@@H](CO)O1)c1ccccc1	4	0.0
CNC[C@H]1Oc2ccc(NC(=O)Nc3ccc(F)cc3)cc2CC(=O)N([C@@H](C)CO)C[C@H]1C	nt	2.5
C[C@@H]1CN([C@H](C)CO)C(=O)c2cc(C#CC3(O)CCCC3)cnc2O[C@@H]1CN(C)Cc1cncnc1	7	-3.8
Cc1ccc(S(=O)(=O)N[C@@H]2C=C[C@H](CC(=O)NCCCN(C)C)O[C@H]2CO)cc1	3	-0.2
O=C(Nc1csc(Cc2c(Cl)cccc2Cl)n1)NN1CCOCC1	14	-2.1
C[C@H](O)C#Cc1ccc2c(c1)O[C@H](CN(C)C(=O)C1CCCCC1)[C@@H](C)CN([C@@H](C)CO)S2(=O)=O	7	nt
C[C@H](CO)N1C[C@H](C)[C@H](CN(C)C(=O)Nc2ccc3c(c2)OCO3)OCc2cnnn2CCCC1=O	-3	nt
C[C@@H]1CCCCO[C@@H](CN(C)C(=O)Cc2ccccc2)[C@@H](C)CN([C@H](C)CO)C(=O)c2cc(NC(=O)C3CCCCC3)ccc2O1	nt	1.1
C[C@@H]1CN([C@H](C)CO)S(=O)(=O)c2ccc(-c3ccccc3)cc2O[C@@H]1CN(C)Cc1ccccc1	24	-0.4
C[C@@H]1CN([C@@H](C)CO)C(=O)CCCn2nncc2CO[C@@H]1CN(C)S(=O)(=O)c1cn(C)cn1	nt	1.6
CCCN(C)C[C@@H]1OCCCC[C@@H](C)Oc2ccc(NS(=O)(=O)c3ccc(C)cc3)cc2C(=O)N([C@H](C)CO)C[C@H]1C	-56	3.9
CO[C@@H]1CN(C)C(=O)c2cc(NC(=O)C3CC3)ccc2OC[C@H](C)N(Cc2ccc(F)cc2)C[C@H]1C	-4	0.2

Of the compounds above, these contain a Cl atom:
SMILES	EZH2 inh	IDH1 R132H inh
COc1ccc(Cl)cc1Nc1nc(N)nc(-c2oc3ccccc3c2C)n1	-9	-0.2
C[C@@H]1CN([C@@H](C)CO)C(=O)c2cc(NC(=O)NC3CCCCC3)ccc2O[C@@H](C)CCCCO[C@@H]1CN(C)S(=O)(=O)c1ccc(Cl)cc1	nt	-0.5
C[C@@H]1CN([C@@H](C)CO)C(=O)c2cc(NC(=O)CCCCCC(=O)Nc3ccccc3N)ccc2O[C@H]1CN(C)S(=O)(=O)c1ccc(Cl)cc1	-8	-0.1
CCOc1ccc(Cl)cc1CNCc1ccccn1	-19	0.3
O=C(Nc1csc(Cc2c(Cl)cccc2Cl)n1)NN1CCOCC1	14	-2.1

Continuation:
SMILES	EZH2 inh	IDH1 R132H inh
Cc1ccc(NC(=O)CCn2nc(-c3ccccc3)c3ccccc3c2=O)cc1	29	0.8
CO[C@@H]1CN(C)C(=O)c2cc(NS(=O)(=O)CC(F)(F)F)ccc2OC[C@@H](C)N(Cc2nccs2)C[C@H]1C	-2	0.1
C[C@@H]1CN([C@@H](C)CO)C(=O)CCCn2nncc2CO[C@@H]1CN(C)C(=O)NC1CCCC1	4	2.8
CC(C)NC(=O)N(C)C[C@@H]1Oc2ccc(NC(=O)Nc3ccc4c(c3)OCO4)cc2C(=O)N([C@H](C)CO)C[C@@H]1C	nt	-4.1
C[C@H]1CN([C@@H](C)CO)C(=O)Cc2cc(NC(=O)Cc3ccccc3)ccc2O[C@@H]1CN(C)C(=O)Nc1ccc(C(F)(F)F)cc1	nt	0.5
O=C(Nc1cc(F)ccc1F)N[C@H]1CC[C@H](CCn2cc(C3CCCCC3)nn2)O[C@@H]1CO	2	0.1
COc1ccc(CN(C)C[C@@H]2OCCCC[C@@H](C)Oc3ccc(NC(=O)c4ccncc4)cc3C(=O)N([C@H](C)CO)C[C@@H]2C)cc1	nt	0.8
CO[C@@H]1CN(C)C(=O)c2cc(NS(=O)(=O)CC(F)(F)F)ccc2OC[C@H](C)N(Cc2nccs2)C[C@@H]1C	-1	0.2
C[C@H]1CN([C@@H](C)CO)C(=O)CCCn2nncc2CO[C@@H]1CN(C)C(=O)Nc1ccnc(N2CCOCC2)c1	nt	-0.5
C/C=C/c1cnc2c(c1)C(=O)N([C@@H](C)CO)C[C@@H](C)[C@H](CN(C)C(=O)NC1CCCCC1)O2	nt	-6.5
Cc1sc(NC(=O)c2cc(-c3ccccn3)nc3ccc(Cl)cc23)c(C(N)=O)c1C	-2	1.0
C[C@@H]1CN([C@H](C)CO)C(=O)c2cc(C#CCN(C)C)cnc2O[C@H]1CN(C)Cc1cccc(F)c1	nt	-1.3
C[C@@H]1CN([C@H](C)CO)C(=O)Cc2cc(NS(=O)(=O)c3ccccc3)ccc2O[C@@H]1CN(C)C(=O)NC1CCCCC1	1	1.8
COc1ccccc1-c1cnc2c(c1)C(=O)N([C@@H](C)CO)C[C@H](C)[C@@H](CN(C)CC1CCOCC1)O2	6	-1.0
COc1ccc(NC(=O)N(C)C[C@@H]2Oc3ncc(-c4ccc(F)cc4)cc3C(=O)N([C@H](C)CO)C[C@@H]2C)cc1	nt	-0.2
CC(C)NC(=O)N(C)C[C@H]1Oc2ccc(NC(=O)Nc3ccc(F)cc3)cc2C(=O)N([C@@H](C)CO)C[C@H]1C	-3	-0.2
CNC[C@@H]1Oc2cc(C#Cc3ccccc3)ccc2S(=O)(=O)N([C@H](C)CO)C[C@H]1C	-26	-1.9
CNC[C@@H]1Oc2ccc(NS(=O)(=O)c3cccs3)cc2CC(=O)N([C@H](C)CO)C[C@H]1C	nt	1.1
CCn1c(SCC(=O)Nc2ccccc2C)nc2ccc(I)cc2c1=O	2	0.3
CCc1cccc(OCC(=O)Nc2cc([N+](=O)[O-])ccc2O)c1	2	-0.7
C[C@@H]1CN([C@H](C)CO)C(=O)c2cc(NC(=O)CCCN(C)C)ccc2O[C@@H](C)CCCCO[C@@H]1CN(C)Cc1ccccc1	12	5.2
C[C@H](CO)N1C[C@H](C)[C@H](CN(C)CC2CCCCC2)Oc2ccc(NS(=O)(=O)c3cn(C)cn3)cc2CC1=O	0	nt
COC(=O)/C=C/c1cccc(N(Cc2ccc(-c3ccc(N(C)C)cc3)cc2)C(=O)C2CCCCC2)c1	-9	0.5
O=C(C[C@H]1C=C[C@@H](NC(=O)C2CCOCC2)[C@@H](CO)O1)NCc1ccncc1	2	-0.1
Cc1noc(C)c1S(=O)(=O)Nc1ccc2c(c1)C(=O)N([C@@H](C)CO)C[C@@H](C)[C@@H](CN(C)Cc1ccc(-c3ccccc3)cc1)O2	nt	-1.6
C[C@H](CO)N1C[C@H](C)[C@@H](CN(C)S(=O)(=O)c2ccc(F)cc2)Oc2ccc(NC(=O)CCC(F)(F)F)cc2C1=O	1	2.9
COc1ccc(NC(=O)C(C)NS(=O)(=O)c2ccccc2)cc1Cl (stereo unspecified)	-12	-0.4
Cc1cccc(NC(=O)CC(C(=O)O)N2CCOCC2)c1 (stereo unspecified)	-15	-0.1
C[C@H]1CN([C@@H](C)CO)C(=O)CCCn2cc(nn2)CO[C@H]1CN(C)C(=O)Nc1cccc2ccccc12	0	0.6
COc1ccc(Nc2nc3c(C)cccn3c(=O)c2C=NCc2ccccc2)cc1	14	-0.1
COc1ccc(S(=O)(=O)N(C)C[C@@H]2OCCCC[C@@H](C)Oc3ccc(NC(=O)Nc4ccccc4)cc3C(=O)N([C@H](C)CO)C[C@H]2C)cc1	nt	-0.7
C[C@@H]1CN([C@@H](C)CO)C(=O)c2cccc(NC(=O)Nc3ccc(F)cc3)c2O[C@H]1CN(C)Cc1ccncc1	3	nt
CN(C)c1nc(OC(C(F)(F)F)C(F)(F)F)nc(N(c2ccccc2)c2ccccc2)n1	-4	-1.6
C[C@H](CO)N1C[C@H](C)[C@@H](CN(C)Cc2ccc(Oc3ccccc3)cc2)Oc2c(NC(=O)Nc3ccc(F)cc3)cccc2C1=O	nt	1.3
C[C@H](CO)N1C[C@H](C)[C@@H](CN(C)S(C)(=O)=O)Oc2c(NC(=O)Nc3cccc4ccccc34)cccc2C1=O	0	-0.5
CCCC(=O)Nc1ccc2c(c1)OC[C@H](C)N(C(=O)c1ccccc1F)C[C@@H](C)[C@@H](OC)CN(C)C2=O	4	-0.2
C[C@H](CO)N1C[C@H](C)[C@@H](CN(C)C)Oc2ncc(-c3ccc(C(=O)N(C)C)cc3)cc2C1=O	5	3.3

Screens as filed in PubChem BioAssay.
